High-throughput results deposited in PubChem by National Center for Advancing Translational Sciences (NCATS).
BAZ2B inh – inhibitors of human BAZ2B bromodomain; Potency, µM (series often up to 114 µM), for the others: at the highest dose activity change, negative = inhibition, usual class: inhibitors; actives 4.4% (n = 360,000); AlphaScreen BAZ2B-H3K14Ac peptide displacement; Q9UIF8; also: % is scaled to controls: 0 for no effect and ±100 for the full control effect; nearly all actives have a fitted effect of over 60% in size
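Protein-peptide AlphaScreen: BAZ2B 50 nM, b-H3K14Ac 50 nM, 1x PBS pH 7.4 + 0.01% Tween-20. Preincubation 30 min RT; cpd 30 min RT (top 110 uM); beads 20 min RT, light-protected.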
BLM inh – inhibitors of human Bloom syndrome helicase BLM; P54132; recombinant BLM DNA unwinding, fluorescence dequenching; Potency, µM (doses to about 56.1 µM), for the others: at the highest dose activity change, negative = inhibition, most hits filed as inhibitors; actives 0.2% (n = 350,000); AID 2528;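 also: plate controls were vehicle for no effect and no enzyme for full effect; nearly all actives have a fitted effect of over 35% in size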
Pin1 inh – inhibitors of human Pin1. actives 0.009% (n = 390,000). Q13526. Pin1 FP peptide displacement, HiFluor488, 10 min. Potency, µM (titrated, usually from 115 µM), for the others: top-dose activity, negative = inhibition, actives largely listed as inhibitors; active = well fitted inhibition curve with a large enough effect in the polarisation, with a control signal flat, not every such curve was filed as active; inconclusive = small, poorly fitted or top-dose-only effect, or effect the other way, or a change in a side signal; inactive = no such curve, though single readings can be large or run the other way; the % refers to the polarisation; also: % is scaled to controls: 0 for no effect and ±100 for the full control effect
Tb PGK inh – T. brucei PGK inhibition | P07378 | PGK/GAPDH coupled, Kinase-Glo luminescence, 60 min | Potency, µM (top dose mostly 57.5 µM), without a hit: at the top dose activity change, negative = inhibition, most hits filed as inhibitors | actives 0.043% (n = 380,000) | AID 602233; also: % is scaled to controls: 0 for no effect and ±100 for the full control effect; nearly all actives have a fitted effect of over 60% in size
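Luminescent ATP detection (Kinase-Glo Plus) follows a 60-minute room-temperature incubation, with wells lacking PGK as controls. Buffer: 100 mM TEA (pH 7.6), 5 mM MgCl2, 0.01% Tween-20. Coupling enzyme GAPDH (100 nM final) supplies unstable 1,3-BPG in-well.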
GLS inh – blocks human kidney-isoform glutaminase activity | GLS enzymatic activity, qHTS titration | actives 0.21% (n = 410,000) | O94925 | Potency, µM (series often up to 45.5 µM), for inactives: at the highest dose activity change, negative = inhibition, actives largely listed as inhibitors; also: % is scaled to controls: 0 for no effect and ±100 for the full control effect
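Coupled fluorescence readout: glutamate oxidase/HRP/Amplex Red detect glutamate formed by hKGA from L-glutamine (1 mM solution added). Buffer 45 mM KH2PO4 pH 8.2, 0.02% Tween-20; reads at t0 and 30 min RT.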
POLI inh – DNA polymerase iota (human) inhibition | Q9UNA4 | Pol iota fluorescent replication assay, 10 min | Potency, µM (titrated, usually from 115 µM), inactives show at the top dose activity, negative = inhibition, usual class: inhibitors | actives 1% (n = 390,000) | AID 588590
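Pol iota at 10 nM preincubated 15 min with compounds at room temperature; reaction started with fluorescent substrate, 50 nM final. Fluorescence read kinetically at 0 and 10 min; buffer-only wells as negative control.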
JMJD2A Tudor – blocks the human JMJD2A Tudor domain. AlphaScreen JMJD2A-Tudor / H3K4me3 peptide binding. Potency, µM (top dose mostly 114 µM), inactives show at the highest dose activity change, negative = inhibition, most hits filed as inhibitors. actives 4.4% (n = 390,000). AID 504339. O75164; also: % is scaled to controls: 0 for no effect and ±100 for the full control effect; nearly all actives have a fitted effect of over 50% in size
G9a inh – G9a (human) methyltransferase inhibition | Q96KQ7 | actives 8.8% (n = 350,000) | AID 504332 | Potency, µM (highest dose often 102 µM), for the others: at the top dose activity, negative = inhibition, most hits filed as inhibitors | G9a H3K9 monomethylation, AlphaScreen, 2 h; also: % is scaled to controls: 0 for no effect and ±100 for the full control effect; nearly all actives have a fitted effect of over 75% in size
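G9a (20 nM) was preincubated 15 min with compound, then reacted 2 h at room temperature with 500 nM biotin-H3K9 peptide and 20 µM SAM. Monomethyl-H3K9 detected by AlphaScreen using anti-H3K9me1 antibody.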
HP1b chromo inh – inhibitors of HP1-beta chromodomain binding to methylated histone tails | P83916 | Potency, µM (highest dose often 114 µM), for the others: top-dose activity change, negative = inhibition, hits mostly inhibitors | AlphaScreen HP1-beta / biotin-H3K9me3 peptide binding | actives 0.56% (n = 390,000); also: nearly all actives have a fitted effect of over 70% in size; inactives centre near 23
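AlphaScreen: HP1-beta (50 nM) preformed 30 min with biotin-H3(1-18)K9me3 peptide (50 nM) in PBS pH 7.4, 0.01% Tween-20. Compound added for 30 min at RT, then streptavidin donor/nickel chelate acceptor beads (10 ug/mL) for 30 min.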
Starred values were filed as active, the others as inactive; i = inactive; ? = inconclusive; . = not tested or not shown; & = joins results of further samples; ! = repeats disagree; [ ] = remark or other dose. Unless noted, calls follow the shape of the dose curve; as a rule, active = well fitted curve in the direction sought with a large enough effect; inconclusive = small, poorly fitted or top-dose-only effect, or another doubt; inactive = no such curve, though single readings can be large; an effect the other way counts as inactive or inconclusive. Potency is read from the fitted curve at half-maximal effect. An excerpt, so the mix of outcomes need not match the whole.

SMILES	BAZ2B inh	BLM inh	Pin1 inh	Tb PGK inh	GLS inh	POLI inh	JMJD2A Tudor	G9a inh	HP1b chromo inh
CCOc1ccc(C(F)(F)F)cc1NC(C)=O	-1%	-2%	-9%	-4%	-1%	13%	-14%	?	29%
CSc1nc2ccc(NS(=O)(=O)c3ccc(CNC(C)=O)cc3)cc2s1	4%	.	-3%	1%	10%	13%	11%	3%[12.7 µM]	42%[activator]
CC1(C)COC(c2ccccc2Cl)OC1	.	.	-5%	8%	-13%	18%	5%	.	32%
CC(C)CN(C(=O)C1CCCC1)C1CCS(=O)(=O)C1 (centres undefined)	10%	.	-3%	-6%	0%	52%[activator]	-5%	1%[12.7 µM]	39%[activator]
O=C(NC1CCOCC1)C1CCC(=O)N(Cc2cccc(C(F)(F)F)c2)C1 (centres undefined)	0%	-2%	-7%	-2%	-15%	17%	-20%	-4%	39%[activator]
CCCCNC(=O)CSc1nnc(-c2cccc(S(=O)(=O)N3CCOCC3)c2)o1	-2%	.	-1%	-1%	4%	24%	-14%	16%[59 µM]	29%
C[C@@H](C(=O)NCc1ccc(S(C)(=O)=O)cc1)[C@H]1C[C@]1(C)[C@H](NC(=O)OCc1ccccc1)c1ccccc1	-1%	-1%&-1%	-11%	i	-1%	-12%	-30%	?	14%
Cc1c(O)ccc(C(=O)CN2CCN(c3ccc(F)cc3)CC2)c1O	-35%	-2%	0%	i	13%	-17%	-33%	45µM*	-5%[57 µM]
Nn1cnnc1SCC(=O)N(C1CCCCC1)C1CCCCC1	-6%	-5%	-10%	16%	-1%	1%	-4%	?	16%
CCc1ccccc1NS(=O)(=O)c1ccc2c(c1)CCCN2C(=O)C1CCC1	-19%	-2%	7%	i	4%	-3%	-25%	10%[59 µM]	19%[57 µM]
COc1cccc(C2c3c(oc4ccccc4c3=O)C(=O)N2Cc2ccco2)c1 (centres undefined)	.	.	-1%	1%	-2%	15%	-15%	.	32%
CN(CC(=O)N1CCN(Cc2ccccc2)CC1)S(=O)(=O)c1ccc(F)cc1	6%	-2%	-3%	4%	7%	26%	-13%	.	19%
CCOC(=O)Nc1nc(-c2ccccc2)c(C(=O)c2ccccc2)s1	2%	-10%	-1%	-6%	-2%	-4%	-12%	0%	19%
Cc1cccc(C(=O)OCC(=O)Nc2c(C)n(C)n(-c3ccccc3)c2=O)c1O	.	.	2%	-2%	18%	-1%	-9%	.	29%
COc1ccc(Cl)cc1NC(=O)c1sc(-n2nc(C)c(Cc3ccccc3)c2C)nc1C	-13%	-1%	1%	i	-7%	7%	-14%	5%[59 µM]	17%
Cc1cccc(C2=N/C(=C\c3cccs3)C(=O)O2)c1	-28%	-7%	-11%	-3%	17%	-9%	-9%	-31%	39%
COc1ccc(CNC(=O)c2cc3c(=O)n(Cc4ccco4)ccc3nc2C)c(OC)c1	-25%	1%	12%	4%	7%	0%	-15%	12%[59 µM]	23%
Cc1nnc2c3ccccc3c(-c3ccc(O)cc3)nn12	7%	1%	2%	2%	19%	3%	-9%	22%	37%
Cc1ccc(-n2c(C)cc(C(=O)CSc3nnnn3C)c2C)cc1	50µM*	-7%	-4%	-1%	-4%	-7%	?	14µM*	-18%
Cc1ccc(S(=O)(=O)Nc2cc3c4c(c2)CC(=O)N4CCC3)cc1	-23%	.	1%	i	0%	15%	-15%	-44%	31%

Reformatted field by field: four of the compounds above
> CC(C)CN(C(=O)C1CCCC1)C1CCS(=O)(=O)C1 (centres undefined)
  BAZ2B inh: 10% | BLM inh: . | Pin1 inh: -3% | Tb PGK inh: -6% | GLS inh: 0% | POLI inh: 52%[activator] | JMJD2A Tudor: -5% | G9a inh: 1%[12.7 µM] | HP1b chromo inh: 39%[activator]
> O=C(NC1CCOCC1)C1CCC(=O)N(Cc2cccc(C(F)(F)F)c2)C1 (centres undefined)
  BAZ2B inh: 0% | BLM inh: -2% | Pin1 inh: -7% | Tb PGK inh: -2% | GLS inh: -15% | POLI inh: 17% | JMJD2A Tudor: -20% | G9a inh: -4% | HP1b chromo inh: 39%[activator]
> CCCCNC(=O)CSc1nnc(-c2cccc(S(=O)(=O)N3CCOCC3)c2)o1
  BAZ2B inh: -2% | BLM inh: . | Pin1 inh: -1% | Tb PGK inh: -1% | GLS inh: 4% | POLI inh: 24% | JMJD2A Tudor: -14% | G9a inh: 16%[59 µM] | HP1b chromo inh: 29%
> C[C@@H](C(=O)NCc1ccc(S(C)(=O)=O)cc1)[C@H]1C[C@]1(C)[C@H](NC(=O)OCc1ccccc1)c1ccccc1
  BAZ2B inh: -1% | BLM inh: -1%&-1% | Pin1 inh: -11% | Tb PGK inh: i | GLS inh: -1% | POLI inh: -12% | JMJD2A Tudor: -30% | G9a inh: ? | HP1b chromo inh: 14%

Reformatted with two lines to a compound: entries from further up.
Order of values: BAZ2B inh, BLM inh, Pin1 inh, Tb PGK inh, GLS inh, POLI inh, JMJD2A Tudor, G9a inh, HP1b chromo inh
- Cc1c(O)ccc(C(=O)CN2CCN(c3ccc(F)cc3)CC2)c1O
    -35%, -2%, 0%, i, 13%, -17%, -33%, 45µM*, -5%[57 µM]
- Nn1cnnc1SCC(=O)N(C1CCCCC1)C1CCCCC1
    -6%, -5%, -10%, 16%, -1%, 1%, -4%, ?, 16%
- CCc1ccccc1NS(=O)(=O)c1ccc2c(c1)CCCN2C(=O)C1CCC1
    -19%, -2%, 7%, i, 4%, -3%, -25%, 10%[59 µM], 19%[57 µM]

Going on with the list:
SMILES	BAZ2B inh	BLM inh	Pin1 inh	Tb PGK inh	GLS inh	POLI inh	JMJD2A Tudor	G9a inh	HP1b chromo inh
CN(CC(=O)Nc1cc(S(=O)(=O)N2CCCC2)ccc1Cl)Cc1cccs1	-8%	-7%	12%	1%	1%	0%	-4%	35%[activator]	39%[activator]
COc1cccc(CN2CCNC(=O)C2CC(=O)N(C)Cc2nc(C)cs2)c1OC (centres undefined)	-14%	2%	-1%	7%	2%	10%	-1%	?	28%
CN(C)C(CNC(=O)C1CCN(S(=O)(=O)c2ccccc2)CC1)c1ccccc1 (centres undefined)	2%	1%	2%	3%	-2%	-24%	-7%[11.4 µM]	19%[59 µM]	13%
COc1cc(Cl)c(CC(=O)c2c[nH]c3ccccc23)cc1OC	-2%	-5%	-1%	-1%	-1%	15%	-6%	13%[0.501 µM]	9%
O=C(Cc1ccc(NC(=O)C2CCCN(C(=O)C3CCCCC3)C2)cc1)Nc1cccc(C(=O)N2CCCC2)c1 (centres undefined)	.	.	5%	5%	0%	14%	?	.	17%
Nn1c(Cc2ccc(F)cc2)n[nH]c1=S	.	0%	-8%	5%	-9%	49%[activator]	4.5µM*	3.5µM*	-16%
CCS(=O)(=O)N1Cc2ccccc2CC1C(=O)Nc1ccc(OC)cc1 (centres undefined)	-17%	-5%	13%	4%	0%	-8%	-11%	-1%	26%
C=C(C)c1cccc(C(C)(C)NC(=O)NCCN(CC)CC)c1	0%	-4%	0%	-1%	0%	-6%	-4%	-5%	26%
Cc1cc(NC(=O)COc2ccc(C)c(C)c2)no1	-2%	-2%	-3%	5%	7%	17%	-5%	-4%	12%
CCCc1cnc2c(c1SCc1cccc(F)c1)c(=O)n(C)c(=O)n2C	0%	-2%	0%	0%	-4%	-6%	7%	?	49%[activator]
CC(C)C(=O)N1CCC(c2nc(-c3ccc(S(=O)(=O)N4CCN(C)CC4)cc3)no2)CC1	-22%	2%	3%	4%	2%	-7%	-1%	-50%	29%
O=C1CC(c2cc([N+](=O)[O-])ccc2Cl)c2c(ccc3ccccc23)N1 (centres undefined)	9%	0%	1%	3%	4%	2%	-11%	-19%	33%
CC(=O)CSc1nc2c(c(=O)[nH]c(=O)n2C)n1Cc1cccc(Br)c1	-3%	-2%	5%	7%	2%	-13%	-22%	22µM*	-8%
Cc1nnc(N2CCC(C(=O)NC(C)C)CC2)c2nn(-c3ccc(Cl)cc3)c(C)c12	-3%	0%	39%[activator]	-4%	4%	19%	8%	7%[59 µM]	28%
COC(=O)C1=C(C(=O)OC)C2(OC1c1cccc(F)c1)C(=O)c1ccccc1C2=O (centres undefined)	0%	0%	3%	.	5%	13%	0%	25µM*	24%
COCCn1c(SCC(=O)c2cc(C)n(C)c2C)nc2ccccc2c1=O	?	-2%	1%	7%	-3%	107%[activator]	-15%	-8%	-2%
CN(C)c1ccc(C(=C2C=CC(=[N+](C)C)C=C2)c2ccc(N(C)C)cc2)cc1	.	22µM*!	.	.	2%	-7%	.	?	.
CCCCn1c(SCC(=O)NC2CCS(=O)(=O)C2)nnc1-c1ccc(OC)cc1 (centres undefined)	0%	.	10%	-3%	10%	-1%	-4%	?	31%
Cc1ccsc1C(=O)OCC(=O)Nc1c(Cl)cccc1C(F)(F)F	12%	-1%	0%	-8%	-4%	21%	-19%	-4%[59 µM]	9%
Cc1cc(O)c(C(C)C)cc1N=C1CSC(=O)N1	-8%	-13%	?	-2%	39%[activator]	-1%	-26%	?	1%
NC(=O)c1ncn([C@@H]2O[C@H](CNCc3ccccc3C#Cc3ccccc3)[C@@H](O)[C@H]2O)n1	.	.	18%	-12%	-17%	39%[activator]	-15%	.	44%[activator]
Cc1cc(C)c2cc(CN(CC3CCCO3)S(=O)(=O)c3ccc4c(c3)OCCO4)c(=O)[nH]c2c1 (centres undefined)	.	-4%	47%[activator]	0%	11%	54%[activator]	-30%	15%[59 µM]	28%
Cc1cc(C)n2nc(SCC(=O)N3CCCC(C)C3)nc2n1 (centres undefined)	.	.	-3%	i	1%	81%[activator]	-12%	.	28%
Cc1nn(-c2ccccc2)c(C)c1C(=O)OCC(=O)Nc1ccc2c(c1)OCO2	-7%	-4%	-4%	-9%	3%	-2%	?	79µM*	-2%
